Screens from PubChem BioAssay.
PMI act satM6P – human PMI activators, high substrate, primary screen, biochemical, fluorescence intensity, near-saturating mannose 6-phosphate; coupled PMI enzyme assay, resazurin fluorescence, 20 min; hits give high values; 1 = untreated enzyme, 0 = substrate-free blank; actives 0.34% (n = 190,000); AID 1216, 2008; activation factor at 20 µM;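 active = activation factor of 2 or more at 20 µM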
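assay system = human phosphomannose isomerase with PGI, G6PDH, diaphorase coupling enzymes | quantity = 15 ng/mL PMI | incubation = enzyme reaction with compound 20 min at room temperature | medium = HEPES pH 7.4 buffer with MgCl2 and Tween-20 | compound dosing = one concentration, 20 µM, in 1% DMSO | measured by = Diaphorase-driven resazurin-to-resorufin fluorescence, excitation 544, emission 590 nm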
L major viab – Leishmania major promastigote growth inhibition, primary screen; Leishmania major promastigotes, resazurin fluorescence viability; actives 9% (n = 200,000); inhibition, % at 10 µM; in the data active = inhibition above about 50%;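 also: promastigotes grown with compound for 44 hours at 28 °C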
bIAP inh – bovine intestinal alkaline phosphatase inhibitors, primary screen, selectivity assay for TNAP inhibitor project, biochemical, bovine IAP, CDP-star luminescence; alkaline phosphatase, intestinal [Bos taurus]; purified bovine IAP, 30 min; inhibition, % at 20 µM; 190,000 tested, under 10 active; AID 1019, 2008;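 active = over 50% inhibition of intestinal alkaline phosphatase at 20 µM in the single-dose screen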
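Assay system – bovine IAP enzyme · Quantity – bovine IAP at 1/65,000,000 final dilution · Detection – CDP-star luminescence signal · Times – 30 min reaction at room temperature · Also added – CDP-star substrate at 30 µM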
Diaph inh CS – diaphorase inhibitors and chemical oxidizers, primary screen, counter-screen for diaphorase-coupled primary assays, biochemical, uHTS, resorufin fluorescence. diaphorase resazurin-to-resorufin fluorescence, NADH, 16 min; bacterial (C. kluyveri) enzyme, not human. inhibition, % at 20 µM. actives 0.69% (n = 190,000). AID 1217, 2008;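 active = primary screen inhibition at 20 µM above a set limit, cut at about 50% in these data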;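 also: plate controls were DMSO with full reaction for no effect and wells lacking NADH for full effect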
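Assay system – diaphorase enzyme from Clostridium kluyveri · Amount – diaphorase 0.14 U/mL (working solution) · Times – reaction incubation of 16 min at room temperature · Controls – No-NADH positive control and DMSO neutral control · Signal – resorufin fluorescence 544/590 nm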
bIAP activator – bovine intestinal alkaline phosphatase activators, primary screen, biochemical, bovine IAP, CDP-star luminescence; alkaline phosphatase, intestinal [Bos taurus]; AID 1016, 2008; activation factor at 20 µM; purified bovine IAP, 30 min; hits give high values; fold of DMSO-control signal, blank-subtracted; actives 0.17% (n = 200,000);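 active = activation factor of 2 or more at 20 µM, a signal rise over negative controls twice the positive control's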
TNAP inh hi DEA – human TNAP enzyme inhibitors, primary screen, biochemical, luminescent, high phosphate acceptor level, uHTS; actives 0.03% (n = 200,000); Alkaline phosphatase, tissue-nonspecific isozyme (Homo sapiens), P05186; AID 1135, 2008; purified TNAP, CDP-star luminescence, 1 M DEA; inhibition, % at 20 µM;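 active = over 50% inhibition of tissue-nonspecific alkaline phosphatase at 20 µM in the single-dose screen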;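 also: plate controls were DMSO wells for no effect and EDTA-quenched wells as full inhibition for full effect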
Target sequence (P05186 whole entry, looked up): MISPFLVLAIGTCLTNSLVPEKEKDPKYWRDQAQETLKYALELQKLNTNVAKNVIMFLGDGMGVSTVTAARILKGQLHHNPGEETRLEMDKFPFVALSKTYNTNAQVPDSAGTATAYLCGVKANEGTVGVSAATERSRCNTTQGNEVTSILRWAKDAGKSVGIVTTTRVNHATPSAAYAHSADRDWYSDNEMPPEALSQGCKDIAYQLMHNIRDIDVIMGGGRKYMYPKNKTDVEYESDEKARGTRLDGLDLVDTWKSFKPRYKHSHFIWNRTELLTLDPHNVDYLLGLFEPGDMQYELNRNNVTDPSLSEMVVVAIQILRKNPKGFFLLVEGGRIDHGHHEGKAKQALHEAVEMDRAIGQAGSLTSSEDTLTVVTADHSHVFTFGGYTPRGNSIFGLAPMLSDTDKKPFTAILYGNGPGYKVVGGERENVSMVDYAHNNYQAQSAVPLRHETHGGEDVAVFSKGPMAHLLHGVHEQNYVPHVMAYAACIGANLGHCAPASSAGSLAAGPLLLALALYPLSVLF
TNAP inh no acc – human TNAP enzyme inhibitors, primary screen, biochemical, luminescent, no phosphate acceptor, uHTS | purified TNAP, CDP-star luminescence, 30 min | Alkaline phosphatase, tissue-nonspecific isozyme (Homo sapiens), P05186 | actives 0.26% (n = 200,000) | inhibition, % at 20 µM;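 active = tissue-nonspecific alkaline phosphatase inhibition above about 50% at 20 µM in the single-dose screen, limit read from the data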;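 also: 0% = DMSO negative control and 100% = EDTA positive control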
PMI activator – activators of human PMI, primary screen, biochemical, fluorescence intensity, near-Km mannose 6-phosphate; Mannose-6-phosphate isomerase (Homo sapiens), P34949; purified human PMI, coupled resazurin fluorescence, 20 min; hits give high values; 1 = vehicle control, 0 substrate-free wells; activation factor at 20 µM; actives 0.005% (n = 190,000); AID 1214, 2008;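 active = activation factor of 2 or more at 20 µM, relative to plate controls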
TNAP act hiacc – TNAP activators at high phosphate acceptor level, primary screen, biochemical, luminescence, uHTS | purified TNAP, CDP-star luminescence, 1 M DEA, 30 min; hits give high values; 0 = EDTA background, 1 = DMSO-only activity | activation factor at 20 µM | 200,000 tested, under 10 active;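 active = activation factor at least 2 at 20 µM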
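Control set: EDTA negative control, DMSO positive control / Assay system: human TNAP / Quantity: TNAP 1/800 final / Evaluation: TNAP activation factor scaled between EDTA and DMSO control wells / Measured by: luminescent substrate turnover signal / Compound dosing: one dose, 20 µM / Times: 30 min enzyme reaction at room temperature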
Diaph act CS – compounds boosting diaphorase resazurin reduction – biochemical, uHTS, resorufin fluorescence, counter-screen for diaphorase-coupled primary assays, primary screen. Diaphorase/resazurin coupled assay, 16 min; hits give high values; 1 = vehicle wells, 0 = NADH-free wells. activation factor at 20 µM. actives 0.005% (n = 190,000). AID 1229, 2008;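 active = diaphorase activity raised at least twofold by the compound at 20 µM; inactive = activation factor below 2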
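Test system: Clostridium kluyveri diaphorase, purified enzyme. Buffer or medium: 50 mM HEPES pH 7.4 buffer plus MgCl2 and Tween 20. Also added: 0.114 mM NADH and 0.1 mM resazurin, final amounts. Dosing: compound 20 µM once, DMSO 1%. Schedule: 16 min enzyme reaction, ambient temperature. Detection: fluorescence of resorufin, 544 nm excitation, 590 nm emission.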
An asterisk follows results filed as active; nt = not tested or not shown.

Start of the data: the first six compounds, ahead of the listing:
structure,PMI act satM6P,L major viab,bIAP inh,Diaph inh CS,bIAP activator,TNAP inh hi DEA,TNAP inh no acc,PMI activator,TNAP act hiacc,Diaph act CS
CCN(CC)CCCN1C(=O)C(=O)/C(=C(/O)c2ccc3c(c2)OCCO3)C1c1ccc(C)o1 (configuration not stated),0.8,nt,11,32,0.9,-9,-12,0.9,1.1,0.7
Cc1cccc2sc(NC(=O)Cn3cccc3)nc12,0.8,-5,6,30,0.9,1,-10,0.9,1,0.7
FC(F)C(F)(F)C(F)(F)C(F)(F)c1cc(-c2ccccc2)n[nH]1,0.9,-4,25,20,0.8,-3,40,0.8,1,0.8
Clc1cccc(Cl)c1CSc1nnc(CN2CCOCC2)n1-c1ccccc1,1,0,-3,6,1,0,-12,1,1,0.9
Cc1cc(C)c(OCCOCCN(C)C)c(Br)c1,1.1,96*,0,1,1,-3,-12,1.1,1,1
Cc1ccccc1OCCN1C(=O)NC2(CCc3ccccc32)C1=O (configuration not stated),0.9,15,4,12,1,-1,-7,0.9,1,0.9

All compounds of this part (from the top)
structure,PMI act satM6P,L major viab,bIAP inh,Diaph inh CS,bIAP activator,TNAP inh hi DEA,TNAP inh no acc,PMI activator,TNAP act hiacc,Diaph act CS
CCN(CC)CCCN1C(=O)C(=O)/C(=C(/O)c2ccc3c(c2)OCCO3)C1c1ccc(C)o1 (configuration not stated),0.8,nt,11,32,0.9,-9,-12,0.9,1.1,0.7
Cc1cccc2sc(NC(=O)Cn3cccc3)nc12,0.8,-5,6,30,0.9,1,-10,0.9,1,0.7
FC(F)C(F)(F)C(F)(F)C(F)(F)c1cc(-c2ccccc2)n[nH]1,0.9,-4,25,20,0.8,-3,40,0.8,1,0.8
Clc1cccc(Cl)c1CSc1nnc(CN2CCOCC2)n1-c1ccccc1,1,0,-3,6,1,0,-12,1,1,0.9
Cc1cc(C)c(OCCOCCN(C)C)c(Br)c1,1.1,96*,0,1,1,-3,-12,1.1,1,1
Cc1ccccc1OCCN1C(=O)NC2(CCc3ccccc32)C1=O (configuration not stated),0.9,15,4,12,1,-1,-7,0.9,1,0.9
CSc1nnc(NC(=O)c2ccc(S(=O)(=O)N(C)C)cc2)s1,1.1,2,-8,5,1.1,1,4,1.2,1,1
Cc1cc(NC(=O)CSc2nnc(NC(=O)C3CC(=O)N(c4ccccc4C)C3)s2)no1 (configuration not stated),1.2,41,0,13,1,1,-2,1.1,1,0.9
CCCCNC(=O)C(=O)N/N=C/c1ccc(OCc2ccccc2)cc1,1.1,-4,26,-5,0.7,0,-7,1,1,1.1
COc1ccc(N(CC(=O)NCCSCc2c(F)cccc2Cl)S(C)(=O)=O)cc1OC,1.1,-6,13,10,0.9,-2,-10,1,1,0.9
N#Cc1c(N)oc(-c2ccco2)c1-c1ccco1,0.7,4,16,33,0.8,-3,-11,1,1,0.7
CC(Sc1nnc(Nc2ccccc2)s1)C(=O)Nc1nc(-c2ccccc2)cs1 (configuration not stated),1,27,-6,4,1.1,-2,-18,0.9,1,1
COc1ccc(C(=O)Nc2ccccn2)cc1,1,-4,23,5,0.8,3,-3,1,1,0.9
CCCCCc1ccc(C(=O)CCCC)c(=S)[nH]1,1,14,nt,57*,0.1,-4,-6,1,1,0.4
CCOc1ccc2c(c1)C(c1ccccc1)=NNC(c1ccccc1)=N2,1,2,8,-10,0.9,-7,-6,1.1,1.1,1.1
CC1=CN2C(=N)/C(=C\c3cn(CCCOc4ccccc4)c4ccccc34)C(=O)N=C2S1,1.1,5,21,-1,0.8,10,-7,1,0.9,1
O=C(O)C1=C(C(=O)Nc2cccc(C(F)(F)F)c2)CCCC1,1.1,1,0,-2,1,-3,-8,1.2,1,1
COc1ccc(CCN(C)C(=O)C2CCN(Cc3ccccc3)CC2)cc1OC,1,-5,-6,6,1.1,-4,-6,0.9,1,0.9
O=C(CSc1nc2cc(Cl)ccc2s1)c1ccco1,1,5,24,24,0.8,-7,-5,1,1.1,0.8
COc1ccccc1NC(=S)N(Cc1cccnc1)Cc1ccccc1Cl,1,77*,0,20,1,0,-6,1,1,0.8
Cc1ccc(C(=O)NC(=S)NCCN2CCOCC2)cc1,1,65*,-13,8,1.1,-2,8,1,1,0.9
CCC/C=N/NC(=O)c1ccccc1O,1,2,8,12,0.9,-6,-11,1,1.1,0.9
CCn1c(SCC(=O)N2CCc3ccccc3C2)nc2c1c(=O)n(C)c(=O)n2C,1.1,-6,-11,10,1.1,-4,-17,1.2,1,0.9
CCO[C@@H]1OC(C(=O)N2CCOCC2)=C[C@H](c2ccccc2)[C@H]1CCCO,0.9,-4,-8,10,1.1,-8,-5,0.9,1.1,0.9
CCCC(=O)OC/C(O)=C(\C#N)c1nc2ccccc2[nH]1,0.8,0,-4,15,1,-5,-6,1,1.1,0.8
COC(=O)c1ccc2c(=O)sc(N3CCC(C(N)=O)CC3)nc2c1,1.7,-4,2,8,1,-3,4,1.3,1,0.9
COc1ccc(C(=O)Nc2ccc(S(=O)(=O)Nc3nccnc3OC)cc2)cc1,1.1,-1,4,-1,1,-5,-7,1.1,1.1,1
CS(=O)(=O)Nc1ccccc1C(=O)Nc1ccccc1Cl,1,-6,4,17,1,-4,-12,1,1,0.8
COCC(=O)NC1CC2CCCC(C1)N2Cc1ccccc1 (configuration not stated),1,0,-1,12,1,-4,-11,1,1,0.9
O=C(Nc1ccc(F)cc1)c1ccc(COc2ccccc2)cc1,1,-7,-54,1,1.5,2,-7,1.1,1,1

Further structures
Structure | PMI act satM6P | L major viab | bIAP inh | Diaph inh CS | bIAP activator | TNAP inh hi DEA | TNAP inh no acc | PMI activator | TNAP act hiacc | Diaph act CS
O=C(OCC(=O)N1CCc2ccccc21)c1nc(Cl)ccc1Cl | 1 | 2 | 4 | 4 | 1 | 2 | -12 | 1 | 1 | 1
O=C(COC(=O)C1CCC(=O)N1)Nc1ccc(Oc2ccccc2)cc1 (configuration not stated) | 1 | -11 | 8 | 4 | 0.9 | -6 | -14 | 1.1 | 1.1 | 1
CNC(=O)CC1C(=O)N(Cc2ccccc2)C(=S)N1NC(=O)c1cccc(F)c1 (configuration not stated) | 1.2 | 3 | 2 | 1 | 1 | -4 | -9 | 1.1 | 1 | 1
CS(=O)(=O)N(CC(=O)Nc1ccccc1C(=O)N1CCCC1)c1ccc2c(c1)OCO2 | 1.1 | -5 | 7 | 16 | 0.9 | -5 | -15 | 1.1 | 1.1 | 0.8
CC1(C)NC(=O)N(CC(O)COc2cc3ccccc3cc2C(=O)N2CCCCC2)C1=O (configuration not stated) | 0.9 | -6 | nt | 16 | 0.5 | 1 | -4 | 0.9 | 1 | 0.8
O=C(Cn1c(=S)[nH]c2ccccc2c1=O)N1CCN(c2ccccc2)CC1 | 1 | -3 | -2 | 5 | 1 | -5 | -3 | 1 | 1 | 1
N#CC(C#N)=C1C=CC=CN1/C(=C\c1ccccc1Cl)C(=O)c1ccccc1 | 0.6 | -2 | -4 | 19 | 1 | -2 | -1 | 0.9 | 1 | 0.8
COc1ccc(-c2nn(-c3ccccc3)cc2/C=N/NS(=O)(=O)c2ccccc2)cc1 | 0.9 | 9 | 10 | 38 | 0.9 | -7 | -12 | 0.9 | 1.1 | 0.6

Compounds were not picked by outcome; overall some 10% were active at least once.
